# High-throughput results from PubChem.
# EP2 mod: EP2 receptor (human) modulation. AID 940. actives 0.83% (n = 260,000). EP2-expressing cells, cAMP HTRF FRET, PGE2 co-stimulation. induction, % at 25 µM;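 active means compounds whose cAMP rise, as percent of the full-agonist control response, exceeds 60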;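 further: rat C6 glioma line stably carrying human EP2 under a CMV promoter; the protocol text gives 20 µM as final concentration; 100% = response of wells given 1 µM PGE2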
# 14-3-3 Bad inh: disrupts binding of bovine 14-3-3 zeta to phospho-Bad peptide. TR-FRET 14-3-3zeta/Dy647-pBad peptide displacement, 1 h. inhibition, % at 21.7 µM. actives 0.71% (n = 220,000);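 active means inhibition above about 70%, limit read from the data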;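 further: 0% = full 14-3-3 plus peptide FRET controls and 100% = background without 14-3-3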
# Target sequence (P63103 whole entry, looked up): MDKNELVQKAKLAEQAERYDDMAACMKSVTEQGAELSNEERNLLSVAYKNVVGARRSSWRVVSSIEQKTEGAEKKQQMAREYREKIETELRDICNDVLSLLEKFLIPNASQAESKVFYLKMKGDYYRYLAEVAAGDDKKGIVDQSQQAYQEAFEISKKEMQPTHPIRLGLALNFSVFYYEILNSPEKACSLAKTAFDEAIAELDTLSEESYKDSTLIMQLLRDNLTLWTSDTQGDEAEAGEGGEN
# TRPML3 ag: human mucolipin-3 channel agonism; Q8TDD5; HEK293 TRPML3-YFP, Fluo-8 calcium fluorescence; 100% = the carbachol control signal; AID 1448; actives 0.29% (n = 220,000); activation, % at 3 µM;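 active means activation above its plate's cutoff, the mean activation of the plate's test wells plus 3 SD, cut at about 12% in these data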;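 further: 0% = DMSO only wells and 100% = carbachol wells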
# Target sequence (Q8TDD5 whole entry, looked up): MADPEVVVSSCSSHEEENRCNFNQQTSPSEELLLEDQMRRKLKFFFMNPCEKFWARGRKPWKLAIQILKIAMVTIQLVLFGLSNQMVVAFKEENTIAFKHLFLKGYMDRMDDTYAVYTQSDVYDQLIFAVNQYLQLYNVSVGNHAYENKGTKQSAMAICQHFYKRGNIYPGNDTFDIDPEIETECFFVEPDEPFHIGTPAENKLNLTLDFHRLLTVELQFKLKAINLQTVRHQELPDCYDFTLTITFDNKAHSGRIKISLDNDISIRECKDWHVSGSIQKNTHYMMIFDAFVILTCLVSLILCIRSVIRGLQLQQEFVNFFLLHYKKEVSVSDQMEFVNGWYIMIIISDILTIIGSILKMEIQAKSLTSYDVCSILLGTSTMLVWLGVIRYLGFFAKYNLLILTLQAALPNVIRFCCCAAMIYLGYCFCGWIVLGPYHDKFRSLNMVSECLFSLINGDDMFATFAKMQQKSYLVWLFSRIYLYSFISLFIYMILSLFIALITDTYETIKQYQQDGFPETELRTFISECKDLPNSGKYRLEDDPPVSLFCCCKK
#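 system = HEK293 cells stably carrying human TRPML3-YFP | doses = one concentration, 3 µM nominal, 0.3% DMSO | timing = dye loading 1 h 37 °C then 30 min ambient, 125 s read | detection = Fluo-8 calcium dye fluorescence, ex 470-495, em 515-575 nm | benchmarks = high control carbachol 87 µM, low control DMSO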
# PGE2 EP2 inh: blocks the human prostaglandin E2 receptor EP2 | inhibition, % at 25 µM | C6 glioma cells expressing human EP2, cAMP TR-FRET; cells stimulated with saturating PGE2 | actives 0.52% (n = 260,000);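 active means percent inhibition above 40 after rounding to a whole number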;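 further: rat C6 glioma host cells with rolipram phosphodiesterase inhibitor present; the protocol text gives 20 µM as final concentration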
# TRPN1 ag: activates the zebrafish TRPN1 channel; HEK293 zebrafish TRPN1-YFP, Fluo-8 calcium fluorescence; 100% = response to 87 µM carbachol; activation, % at 3 µM; actives 0.18% (n = 220,000); AID 1424;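 active means activation above its plate's cutoff, the mean activation of test wells on that plate plus 3 SD, cut at about 19% in these data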;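 further: 0% = DMSO alone and 100% = 87 µM carbachol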
#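 Material: zebrafish TRPN1-YFP in HEK293 cells. Doses: one dose of 3 µM, 0.3% DMSO. Incubation: dye 1 h 37 °C plus 30 min RT. Measured by: intracellular calcium fluorescence with Fluo-8.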
# CHOP inhibitor: blocks CHOP induction under ER stress; actives 3.8% (n = 220,000); inhibition, % at 10 µM; CHO-K1 CHOP-promoter luciferase, tunicamycin-induced, 15-18 h;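 active means compounds that reduced the stress-induced luciferase reporter signal by more than about 70% of percent inhibition, limit read from the data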;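 further: 0% = tunicamycin plus vehicle and 100% = wells without tunicamycin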
# PPC-1+TRAIL kill: kills PPC-1 cancer cells in the presence of TRAIL; cell killing (% activity), % at 4 µM; actives 0.41% (n = 220,000); PPC-1 cells + TRAIL, ATPLite viability luminescence;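 active means cell killing above 50% in the first pass at 4 µM, then a duplicate retest at 5 µM averaging 50% or more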;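 further: plate controls were cells with TRAIL plus DMSO for no effect and medium-only wells lacking cells for full effect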
# NPY-Y1 antag: blocks the human neuropeptide Y Y1 receptor. HEK293-CNG Y1 cells, membrane potential fluorescence; NPY at EC95, then isoproterenol. inhibition, % at 3.6 µM. actives 1% (n = 200,000). AID 1040;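 active means inhibition above the campaign mean inhibition of all tested compounds plus 3 SD, cut at about 20% in these data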;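 further: 0% = DMSO wells given NPY plus isoproterenol and 100% = isoproterenol alone without NPY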
#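 System: HEK293 cells with Y1 receptor plus CNG channel / Probe or stimulus: NPY 25 nM then isoproterenol 1 µM plus Ro 20-1724 25 µM / Compound: one concentration, 3.6 µM, in 0.4% DMSO / Schedule: compound incubation 1 h at room temperature, readout 45 min post-stimulation / Measured by: membrane potential fluorescence / Read-out: % inhibition of NPY effect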
# NPY1 pot ag: potentiators or agonists of human neuropeptide Y receptor Y1 | activation, % at 3.6 µM | NPY-Y1 expressing cells, potentiator/agonist activation | P25929 | actives 0.37% (n = 220,000) | AID 1304; in the data active means activation above about 33%, passing the limit was not always enough;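 further: cells stimulated with NPY at EC10 then isoproterenol at EC100; 0% = low agonist plus stimulus and 100% = saturating agonist plus stimulus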
# Numbers without * were called inactive; . = not tested or not shown; & = joins results of further samples; [ ] = another dose, or the depositor's remark. This is a subset; count on the stated rates, not on these rows.
Molecule,TRPML3 ag,PPC-1+TRAIL kill,NPY1 pot ag,NPY-Y1 antag,EP2 mod,TRPN1 ag,14-3-3 Bad inh,CHOP inhibitor,PGE2 EP2 inh
O=C(c1ccccc1)c1c[nH]cc1-c1ccccc1,-1.3,14,7,-3,15,-1.6,-7,2,2
O=C(c1cn(-c2ccccc2)nc1-c1ccncc1)N1CCCCC1,-0.4,26,-8,2,0,1.6,-4,-3,27
Cc1oc(-c2cccc3ccccc23)nc1CN1CCN(c2ncnc3ccccc23)CC1,2.2,0,3,8,-67,2.9,-8,82*,9
Cc1ccc(CNC(=O)c2cc3c(s2)CN(Cc2ccccc2)C3)cc1,0.1,-7,-11,5,-4,-0.2,0,13,3
O=C(Nc1nccs1)c1ccc(S(=O)(=O)N2CCCCC2)cc1,0.9,22,-6,8,12,4.2,6,55,20
O=C(NC(=S)N1CCCc2ccccc21)c1ccco1,1.0,18,6,1,-9,0.5,-1,-11,10
Cc1nonc1C1CCCN1Cc1cn[nH]c1-c1ccc2c(c1)OCO2 (centres undefined),0.2,24,5,1,18,-0.3,2,29,4
COC(=O)/C=C/c1oc2ccccc2c1C,0.3,-8,7,6,49,-0.6,-5,-15,0
Cc1cnc(C(=O)Nc2ccc(N3CCN(C(=O)OC(C)(C)C)CC3)cc2)cn1,2.3,25,-6,1,8,-0.4,1,14,14
O=C(C1CC1c1ccccc1)N1CCN(c2cccc(Cl)c2)CC1 (centres undefined),-0.5,8,-29,5,-57,0.8,-8,37,3
COc1ccc(C(=O)C2CCCN(C3Cc4ccccc4C3)C2)cc1OC (centres undefined),0.0,.,-9,8,6,-1.8,-5,11,3
O=C(c1coc(=O)c2ccccc12)N1CCN(Cc2ccccc2)CC1,0.9,5,1,1,-9,1.8,-14,2,.
O=c1c2c(-c3ccc(Cl)cc3)csc2ncn1/N=C/c1cccc([N+](=O)[O-])c1O,-0.2,5,-9,0,-17,-0.8,36,26,3
CCN(CC)S(=O)(=O)c1ccc(-c2nnc(SCC(=O)Nc3ccc4c(c3)OCO4)o2)cc1,0.7,7,-23,2,8&-3,2.3,1,42,31&6
CSC1=NCCN1C(=O)c1c(F)cccc1Cl,0.5,-8,-2,-6,20,0.1,5[fluorescence artefact?],-21,16
COC(=O)Nc1cc(C)n(-c2ccccc2)n1,0.5,14,6,.,6,0.4,-6,5,7
N#C/C(=C\c1cn(CC(=O)N2CCCC2)c2ccccc12)C(=O)NCc1ccc2c(c1)OCO2,-0.2,10,-30,9,-9,-0.1,-4,28,0
Cc1cccc(N2CCN(CC(=O)Nc3ccccc3[N+](=O)[O-])CC2)c1C,1.0,-12,15,9,30,-0.3,-14,77*,12
COC(=O)c1sc(-c2ccc(Cl)cc2)cc1NC(=O)c1ccccc1C(=O)O,0.1,-13,12,.,-18,1.0,6,68,53*
Cc1ccc(-c2cc(-c3ccccc3[N+](=O)[O-])[nH]n2)c(O)c1,1.5,14,52,-9,5,3.5,2,94*,.
CCCOc1ccc(C(=O)c2nc3c(n2O)CCCCC3)cc1,0.0,21,-21,10,0,-0.3,-7,19,4
CN=C1S/C(=C\c2ccc(N3CCOCC3)cc2C)C(=O)N1C,0.6,3,0,7,-17,0.2,-21,2,6
CCOC(=O)Cn1c(=N)n(CCOc2cccc(C)c2)c2ccccc21,-0.2,-18,-3,19,1,0.3,10,-3,18
Cc1ccc(N(CC(=O)NC(C)(C)C)C(=O)CNC(=O)c2cccs2)cc1,0.8,12,12,-2,-22&-10,1.5,-5,40,9&3
COc1ccc(N2CCN(CC(O)COc3ccc4c(c3)CCC4)CC2)cc1 (centres undefined),0.6,22,7,12,-36,-1.2,51,4,11
O=C(COC(=O)C1CC(O)CN1S(=O)(=O)c1ccc(Cl)cc1)c1ccccc1 (centres undefined),0.1,-18,1,-6,2,-1.2,-9[fluorescence artefact?],10,10
O=C1CC(c2cccc(F)c2)C2=C(CCCC2=O)N1 (centres undefined),1.0,10,5,2,27,0.7,4[fluorescence artefact?],40,13
O=C(CSc1nnc(COc2cccc3cccnc23)o1)N1CCN(C(=O)c2ccco2)CC1,0.2,0,-3,3,18&-4,-1.1,3,-14,11&6
COc1ccc(-c2nc(NC(=O)CSc3nnc(C)s3)ns2)cc1,0.4,23,10,-1,-10,-0.3,-4,21,10
O=c1ccc(OCCOc2ccccc2)nn1-c1ccccc1,-0.3,12,11,4,-3,-1.7,-5,18,17
CCn1cc(Br)c(C(=O)NC(=S)Nc2ccc(C(=O)OC)cc2)n1,0.8,20,-14,0,27,1.4,-4,34,9
COc1ccc(-c2c([C@H]3[C@H]4C=CC[C@@H](C)[C@@H]4C(=O)N3Cc3ccccc3)ccc3ccccc23)cc1OC,.,12,.,.,6,.,-3,5,19
Cc1ccccc1CSc1nnc(Cn2c(=O)sc3ccccc32)n1C,0.3,17,0,5,10,-0.2,9,9,5
O=[N+]([O-])c1ccc(CSc2nnc(SCc3ccc(Cl)cc3)s2)cc1,0.9,-1,4,6,10,0.9,-10,24,4
O=C(Nc1ccc(N=Nc2ccccc2)c(NC(=O)C2CCCO2)c1)C1CCCO1 (centres undefined),0.3,4,-11,-4,5,0.8,-6,23,8
CO/C=C/C#CC1(O)CCN(C)CC1,0.8,-9,28,1,9,0.2,-12,20,7
N#C/C(=C\c1ccccc1)c1n[nH]c(Cn2cncn2)n1,0.2,36,0,5,13,0.0,-14,7,17
C/C(CS(=O)(=O)c1ccccc1)=N\O,1.2,5,0,1,18,1.3,-15,9,0
Cc1ccc(C(C(=O)NC(C)(C)C)N(Cc2ccc3c(c2)OCO3)C(=O)c2ccc(CN3CCOCC3)o2)o1 (centres undefined),0.4,3,5,5,37,0.0,-9,7,3
COc1ccc(C(=O)N2N=C(c3ccccc3)CC2(O)C(F)(F)F)cc1 (centres undefined),0.0,-4,-16,2,83*,-0.2,-6,6,11
CCOC(=O)CSc1nc2c(sc(=S)n2Cc2ccco2)c(=O)n1-c1ccccc1,-1.3,22,-50,60*,33,-1.6,-14,0,6
COC(=O)c1ccccc1NC(=O)C1COc2ccccc2O1 (centres undefined),-0.5,2,-22,1,45,-1.8,-7,33,12
COc1ccc(CCNC(=O)c2cc3sccc3n2C)cc1OC,-0.8,-15,-4,-4,-21,-0.7,-5,20,1
c1ccc(C2=Nc3cccnc3C(c3ccccc3)=NN2)cc1,0.2,10,4,11,-14,0.0,-5,5,6
COCCNC(=O)C1CCN(S(=O)(=O)c2c(C)noc2/C=C/c2cccs2)CC1,0.5,10,-3,.,-23,0.1,4,5,5
COCC(C)Nc1ncnc2c1cnn2-c1ccc(Cl)cc1 (centres undefined),1.2,.,3,-3,-34,3.0,-11,-6,17
O=C(CSCc1ccccc1)Nc1nccs1,0.2,7,0,4,10,0.5,-12[fluorescence artefact?],11,9
CCOc1ccc(C(=O)NC2CCN(CC(=O)NCc3cccs3)CC2)cc1,0.2,14,4,1,-29,-0.4,16,-3,5
O=C(OCCN1CCCCC1)c1ccc(Cl)cc1,1.1,9,-13,10,1,-0.1,58,-15,6
COc1ccc(-c2nc(NC(C)=O)sc2-c2ccc(OC)cc2)cc1,-0.2,12,-6,-6,56,-0.8,-18,6,12

# Next section.
Molecule,TRPML3 ag,PPC-1+TRAIL kill,NPY1 pot ag,NPY-Y1 antag,EP2 mod,TRPN1 ag,14-3-3 Bad inh,CHOP inhibitor,PGE2 EP2 inh
COC(=O)Nc1c(-c2ccccc2)nc2ccccn12,-0.5,14,13,1,0,0.6,4,-11,9
Clc1ccc(N=NN2CCOCC2)cc1,0.4,19,-17,.,-25,2.4,13,4,11
O=C(O)CCC(=O)Nc1cccc(C(=O)c2ccccc2)c1,0.1,3,-4,.,-6,1.6,-3,24,6
CCOC(=O)CNC(=O)N1CCCC(CNS(=O)(=O)Cc2ccccc2)C1 (centres undefined),0.0,7,5,3,0,2.0,-6,37,2
CCOC(=O)c1c(NC(=O)COC)sc2c1CCCC2,0.6,10,-52,8,49,0.0,-4,86*,10
CC(C)COc1ccc(CNC(=S)N/N=C/c2ccc([N+](=O)[O-])cc2)cc1,-0.2,11,4,-1,-18,-0.5,2,17,10
CCOc1ccc(-c2nc(CSc3nnc(N)s3)cs2)cc1OC,-0.1,12,-28,4,-45,2.1,1,40,13
CNC(=O)c1csc(-c2cccs2)n1,0.9,3,9,2,14,-0.9,-5,-17,7
Cc1cc(NC(=O)CSc2nnc(C3CC3)n2Cc2ccccc2)no1,0.4,7,-5,1,26,-0.7,-5,27,13
CNC(=S)NNC(=O)c1sc2cc(C(F)(F)F)cnc2c1-c1ccccn1,0.1,1,12,3,23,-1.5,-9,9,6
O=c1ccc(/C=C/c2ccccc2)nn1Cc1ccc(F)cc1,-0.8,14,-10,9,-57,-1.9,14,80*,13
COc1ccc(Cl)cc1NC(=S)N(CCN1CCOCC1)C1CCN(C(C)=O)CC1,0.4,14,14,-3,15,-0.6,-6,-7,5
COc1ccc(NC(=O)CSc2ncn(-c3ccccc3)n2)cc1Cl,-1.1,17,-46,13,-11,-2.4,-5[fluorescence artefact?],38,3
CC(C)NC(=O)C1CCN(C2CCN(C(=O)c3scc4c3CCCC4)CC2)CC1,0.8,23,5,-3,-7,0.3,-7,9,3
c1ccc(CNn2nnnc2-c2ccccc2)cc1,0.0,21,-1,2,-3,0.6,-6,23,6
CCOC(=O)Nc1nnc(-c2ccccc2OC)s1,0.8,22,-10,-1,-6,0.2,17[fluorescence artefact?],-8,14
CNC(=O)NC(=O)CSc1nc2ccccc2n1CCOC,0.1,13,19,0,-10,-1.3,0,-10,16
CCCCSc1nc2ccccc2n1CC(=O)O,0.1,8,-17,3,6,-0.4,1,7,10
Nc1ccc2c(c1)sc1ccccc12,1.2,16,-8,-5,-59,-0.3,-1[fluorescence artefact?],-16,9
COc1ccc(-c2noc(CSc3nc(N)cc(=O)[nH]3)n2)cc1,2.3,0,26,.,30,5.2,1,21,6
O=C(NCCc1c[nH]c2ccccc12)/C(=C/c1cccnc1)NC(=O)c1ccccc1,0.5,16,-3,-1,-8,0.9,-12,20,5

# Shown as labelled records: entries from further up
CCOC(=O)c1c(NC(=O)COC)sc2c1CCCC2
  TRPML3 ag = 0.6
  PPC-1+TRAIL kill = 10
  NPY1 pot ag = -52
  NPY-Y1 antag = 8
  EP2 mod = 49
  TRPN1 ag = 0.0
  14-3-3 Bad inh = -4
  CHOP inhibitor = 86*
  PGE2 EP2 inh = 10
CC(C)COc1ccc(CNC(=S)N/N=C/c2ccc([N+](=O)[O-])cc2)cc1
  TRPML3 ag = -0.2
  PPC-1+TRAIL kill = 11
  NPY1 pot ag = 4
  NPY-Y1 antag = -1
  EP2 mod = -18
  TRPN1 ag = -0.5
  14-3-3 Bad inh = 2
  CHOP inhibitor = 17
  PGE2 EP2 inh = 10
